Compound activity as filed in PubChem.
TAG inh: inhibitors of triacylglycerol accumulation | H9c2 cells, Nile Red lipid (TAG) fluorescence; cells loaded with 200 µM oleic acid | inhibition, % at 12.5 µM | actives 0.66% (n = 230,000);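 active = pattern-corrected inhibition of lipid staining of at least 50% with the nuclear-stain viability signal not falling by more than 50%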;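 also: 0% = DMSO wells and 100% = triacsin C control wells; some results filed as inactive read as strong as hits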
TAG inh DAPI viability: also measured in TAG inh; calls as there; DAPI nuclei signal change (viability), lower = more cytotoxic, %;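 whole-well DAPI fluorescence read on a plate reader as a viability signal; minus 50 percent equals half of cells still viable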
* hit, by the source's call. Only part of the results is shown (hit frequency here may not be typical).

canonical_smiles	TAG inh	TAG inh DAPI viability
CC(Nc1nc(N2CCOCC2)nc2ccccc12)c1ccccc1 (stereo not given)	10	22
O=C(CN(Cc1ccco1)C(=O)CCC(=O)Nc1ccccn1)NCCc1ccccc1	18	-2
Cc1ccsc1C1C(C#N)=C(N)OC2=C1C(=O)CCC2 (stereo not given)	1	-1
CC(=O)c1cc(C#N)c(Oc2ccc(Cl)cc2Cl)nc1C	-23	-1
COc1ccc(NC(=O)c2cc(S(=O)(=O)N3CCCC3)oc2C)cc1	7	-2
COc1ccc(NC(=O)C2CCCCC2)cc1S(=O)(=O)N1CCOCC1	0	3
C/C(CC(=O)NC1CCCCC1)=N\NC(=O)c1ccccn1	-2	-2
COc1cc(C2C(N3C(=O)c4ccccc4C3=O)C(=O)N2c2ccc(C)c(C)c2)cc(OC)c1OC (stereo not given)	-5	-2
CS(=O)(=O)c1ccc2nc(NC(=O)CCNC(=O)c3ccc(Cl)cc3)sc2c1	6	-2
COC(=O)CSc1nnc(CNc2nc(-c3ccccc3)cs2)n1C	3	0
COc1cc(/C=C/C(=O)O[C@H]2[C@H](O[C@@H]3O[C@@H](C)[C@H](O)[C@@H](O)[C@H]3O)[C@@H](O)[C@H](OCCc3ccc(O)c(OC)c3)O[C@@H]2CO)ccc1O	-3	5
O=C(CCS(=O)(=O)c1ccc(F)cc1)Nc1nnc(-c2cccs2)o1	3	5
O=C(c1ccncc1)N1CCN(S(=O)(=O)c2cccc(C(F)(F)F)c2)CC1	-12	16
NC(=O)C1(N2CCCCC2)CCN(S(=O)(=O)c2ccccc2)CC1	17	1
Cc1ccc(-c2nn(-c3ccccc3)cc2/C=N/n2c(-c3cccs3)n[nH]c2=S)cc1	26	1
CC(=O)Nc1ccc(NC(=O)CSc2nc(N)c(NC(=O)c3ccco3)c(=O)[nH]2)cc1	10	4
COc1ccc(CCNC(=O)C(=O)NCc2cccs2)cc1OC	1	-11
CC(C)c1cc(-c2cc(C(=O)NCc3ccccc3)on2)nc(NCC2CC2)n1	34	-3
COc1ccc(-c2csc(Nc3ncccc3C)n2)cc1	-10	-1
CCn1c(=S)[nH]c2scc(-c3cccs3)c2c1=O	21	-11

Later entries.
canonical_smiles	TAG inh	TAG inh DAPI viability
CN(C)c1ccc(CN(C(=O)c2ccc(Cl)c([N+](=O)[O-])c2)C2CCS(=O)(=O)C2)cc1 (stereo not given)	11	3
COc1cc(Cl)c(CNC[C@H]2O[C@@H](n3cnc4c(N)ncnc43)[C@H](O)[C@@H]2O)c(Cl)c1O	-6	0
COC(=O)C1CCN(C(=O)C2CC(=O)N(c3ccc(C)c(Cl)c3)C2)CC1 (stereo not given)	7	-4
O=C(O)c1nnn(-c2cc(C(F)(F)F)cc(C(F)(F)F)c2)c1-c1ccccc1	3	-5
O=C(c1ccco1)N1CCN(C(=O)N2CCCC2)CC1	3	1
CS/C(N)=N/N=C/c1cc(Br)cc(Br)c1O	0	4
COc1ccc(S(=O)(=O)N2CCOCC2)cc1NC(=O)c1ccc(OCC(C)C)c(OC)c1	16	-8
Cc1ccc(NC(=O)CN(C)C(=O)COC(=O)CNS(=O)(=O)c2ccc(Br)cc2Cl)cc1	10	-8
COc1ccc(/C=N/NC(=O)CCc2c(C)n[nH]c2C)cc1OC	4	-1
O=C(NC1(C(F)(F)F)NC(=O)N(Cc2ccco2)C1=O)c1cccnc1 (stereo not given)	-2	4
O=C(CN1CCCCC1)Nc1cccc([N+](=O)[O-])c1	-9	-11
CCc1cc(C(=O)Nc2nnc(C3CC3)s2)sc1C	0	6
CN(C)c1ccc(C=NCCC2(c3ccccc3)CCOC(C)(C)C2)cc1 (stereo not given)	-3	13
CC(C)=C1C2CCC1C1C(=O)N(NC(=O)COc3ccc(Cl)c(C)c3)C(=O)C21 (stereo not given)	0	-4
O=c1/c(=C/c2ccccc2)sc2nnc(-c3cccs3)n12	13	-21
Cc1cccc(N(CC(=O)Nc2ccc(-c3nc4ccc(C)cc4s3)cc2)S(C)(=O)=O)c1	10	56
CC(c1ccccc1C(=O)O)c1cc(F)cc2ccccc12 (stereo not given)	14	-3
CCNC(=O)N(C)C[C@H]1N[C@@](Cc2ccccc2)(C(=O)OC)[C@H]2C(=O)N(C)C(=O)[C@@H]12	13	-4
COc1cccc(OC)c1OCCN1CCC(C(=O)NC(c2ccc3c(c2)OCO3)c2ccccn2)CC1 (stereo not given)	16	9
CC[C@]12c3[nH]c4ccc(Cl)cc4c3CCN1C(=O)[C@@H](CC(=O)NCCc1ccccn1)C[C@@H]2C(=O)N1CCN(C(=O)c2ccco2)CC1	103	-60

More records follow.
canonical_smiles	TAG inh	TAG inh DAPI viability
Cc1ccc(C)c(C(=O)Cn2ncc(Cl)c(Cl)c2=O)c1	26	-9
CCN(CC)S(=O)(=O)c1ccc(N2CCCCC2)c(NC(=O)c2ccncc2)c1	9	-2
CC(C(=O)N1CCCC1)N1CCN(S(=O)(=O)c2ccc(C(C)(C)C)cc2)CC1 (stereo not given)	-8	-1
CCc1nnc(NC(=O)CSC(=S)N2CCOCC2)s1	34	-5
Cn1cnc2ncnn2c1=S	23	0
Cc1cccc(NC(=O)Cn2c(=O)n(CCC(=O)NC3CCCC3)c(=O)c3ccccc32)c1	2	1
COc1ccc(/C(O)=C2/C(=O)C(=O)N(CCN(C)C)C2c2ccccn2)cc1OC (stereo not given)	-10	-1
COC(=O)CC1=C(C(=O)OC)[C@@H](c2ccccc2[N+](=O)[O-])C(C#N)=C(N)O1	5	-2
CC(C)CSc1nc2c(c(=O)[nH]c(=O)n2C)n1CC(O)COc1cccc2ccccc12 (stereo not given)	-7	7
CC(C)CN(C(=O)CCC(=O)OCC(=O)NCCc1ccccc1)c1c(N)n(CC(C)C)c(=O)[nH]c1=O	-10	11
Cc1cccc(NC(=O)CN(CC2CCCO2)C(=O)c2oc3ccc(F)cc3c2C)c1C (stereo not given)	20	-4
COc1ccccc1-c1ccc([C@@H]2C[C@H]3[C@H](CON3C)CN2C(=O)c2ccc(-c3ccccc3)cc2)cc1	21	22
C[C@H]1COC(=O)[C@@H](Cc2ccc(F)cc2)CC/C=C/C[C@H](CC(=O)N(CCO)Cc2ccccc2)C(=O)N1	4	3
Cc1cc(C)c2c(n1)nn1c(NCCCN3CCOCC3)cc(C)nc21	10	-22
Cc1cc2nc(NC(=O)C3(C)CCN3C(=O)C(C)C)[nH]c2cc1C (stereo not given)	-2	-12
CCOC(=O)CCCNC(=O)COC(=O)c1cccc(C)c1O	12	-7
O=C1C2C3c4ccccc4C(c4ccccc43)C2C(=O)N1Cc1ccccn1 (stereo not given)	-19	12
COc1cccc(C(=O)NCCS(=O)(=O)N(C)Cc2ccccc2)c1	5	-8
O=C(Cn1cc(C(F)(F)F)cc(Cl)c1=O)Nc1cc(Cl)cc(Cl)c1	34	-9
O=c1c(Cl)c(Cl)cnn1-c1ccccc1	72*	-25*

Part of the list above, with two lines to a compound.
Order of results – TAG inh | TAG inh DAPI viability
- COc1cc(C2C(N3C(=O)c4ccccc4C3=O)C(=O)N2c2ccc(C)c(C)c2)cc(OC)c1OC (stereo not given)
→ -5 | -2
- O=C(Cn1cc(C(F)(F)F)cc(Cl)c1=O)Nc1cc(Cl)cc(Cl)c1
→ 34 | -9

Fetched by compound from the list above (six):
canonical_smiles	TAG inh	TAG inh DAPI viability
Cc1cccc(NC(=O)CN(CC2CCCO2)C(=O)c2oc3ccc(F)cc3c2C)c1C (stereo not given)	20	-4
Cc1cc2nc(NC(=O)C3(C)CCN3C(=O)C(C)C)[nH]c2cc1C (stereo not given)	-2	-12
CC(C(=O)N1CCCC1)N1CCN(S(=O)(=O)c2ccc(C(C)(C)C)cc2)CC1 (stereo not given)	-8	-1
CCc1nnc(NC(=O)CSC(=S)N2CCOCC2)s1	34	-5
CCN(CC)S(=O)(=O)c1ccc(N2CCCCC2)c(NC(=O)c2ccncc2)c1	9	-2
CCOC(=O)CCCNC(=O)COC(=O)c1cccc(C)c1O	12	-7

More records.
canonical_smiles	TAG inh	TAG inh DAPI viability
COc1ccccc1NC(=S)NC(NC(=O)C(C)C)C(Cl)(Cl)Cl (stereo not given)	16	-5
N#C/C(=C\c1ccccc1)C(=O)Nc1nncs1	3	24
COC(=O)c1cccc(NC(=S)NCc2ccc(F)cc2)c1	-12	1
Cc1ccc(CNC(=O)CCSCCC(=O)NCc2ccc(C)cc2)cc1	0	10
CCCCNC(=O)C1(C)CCN1C(=O)c1ccc(C)c(F)c1 (stereo not given)	14	8
Cc1ccc(-c2nn3c(C)nnc3c3ccccc23)cc1S(=O)(=O)NC(C)c1ccccc1 (stereo not given)	50*	-2.7*
COCCn1c(=O)[nH]c2cc(C(=O)N3CCN(c4ccccc4OC)CC3)ccc2c1=O	13	1
Cc1n[nH]c(=O)n1-c1ccc(OC(F)(F)F)cc1	-1	4
O=C(Cc1cccs1)N=Nc1c(O)[nH]c2ccccc12	-7	9
COc1ccc(Cl)cc1Nc1nc(-c2sc(NC(=O)C(C)(C)C)nc2C)cs1	7	11
Cc1ccc(N2C(=O)CC(Sc3nc(C)cc(C)n3)C2=O)cc1 (stereo not given)	-4	1
CCC(c1nnnn1Cc1ccc(F)cc1)N(CCCO)Cc1cc2cc3c(cc2[nH]c1=O)OCO3 (stereo not given)	3	1
Cc1ccc(C)c(S(=O)(=O)N2CCN(C(=O)c3ccnn3C)CC2)c1	5	-4
c1ccc2c(c1)CCCN2Cc1nnnn1CC1CCCO1 (stereo not given)	11	-2
COc1ccccc1/C=C/C=N/n1c(C)nnc1C	-1	3
CC(C)CCCN1C(N(C)C)=NC[C@@H]1C	23	1
Cc1cccc(OCC(=O)N2CCc3ccccc3C2)c1	-7	-2
O=C(Nc1cccc(C(F)(F)F)c1)c1ccc2sc([C@@H]3O[C@H](CO)[C@H](O)[C@H](O)[C@H]3O)nc2c1	3	-14
NS(=O)(=O)c1cc(C(=O)OCC(=O)NNC(=O)c2ccccc2)ccc1Cl	-14	4
Oc1ccc(-c2nc(-c3ccc(O)c(O)c3)cs2)cc1	-25	-11

New compounds follow
canonical_smiles	TAG inh	TAG inh DAPI viability
O=C(Nc1ccc(S(=O)(=O)NCc2ccco2)cc1)C1CCCCC1	1	4
Cc1ccc(OCC(=O)N(Cc2cccs2)C2CCS(=O)(=O)C2)cc1 (stereo not given)	13	-5
CCS(=O)(=O)N1CCN(C(=O)CC(C)C)CC1	-1	-18
COC(=O)/C=C1/C(=O)N/C(=N\c2nc(C)cc(C)n2)N1c1ccc(OC)cc1	1	-3
O=C(NCc1ccco1)C1(S(=O)(=O)c2ccccc2)CC=CC1	-13	1
Cc1sc(N)nc1C12CC3CC(CC(C3)C1)C2	0	-1
Cc1ccc(C(=O)CN2C(=O)C(C)Oc3ccccc32)cc1 (stereo not given)	-3	-9
CN(CC(=O)Nc1cccc(F)c1)C(=O)c1cn2ccccc2n1	-3	-1
CCCNC(=O)C1(C)CCCN(C(=O)c2ccccc2OC(F)(F)F)C1 (stereo not given)	-3	2
Cc1ccc2ccccc2c1C(O)c1ncc(-c2ccc(Cl)cc2)[nH]1 (stereo not given)	8	-22
Oc1ccccc1C=NCCN1CCN(CCN=Cc2ccccc2O)C1c1ccccc1O (stereo not given)	-13	-2
C(=N\n1cnnc1)/c1cccnc1	8	-7
Cc1noc(C)c1COc1ccccc1C(=O)NC(C)CCc1ccccc1 (stereo not given)	6	-1
COC(=O)c1ccc(NC(=O)CSc2nc(N)c(NC(=O)c3ccc(Br)o3)c(=O)[nH]2)cc1	0	10
CCc1cc(-c2n[nH]c(C)c2-c2nc(C)cs2)c(O)cc1OC	-7	8
Cc1ccccc1Nc1ncc(C#N)c(N)n1	7	-6
CN(CC(=O)Nc1ccccc1N1CCOCC1)S(=O)(=O)c1ccc(Cl)cc1	-81	-11
O=S(=O)(c1ccccc1)N1CCC2(CC1)OCCO2	6	-11
COCCNC(=O)CN1C(=O)COc2ccc(S(=O)(=O)N3CC(C)CC(C)C3)cc21 (stereo not given)	-2	-4
CSCC[C@H](NC(=O)Nc1ccc(OC(F)(F)F)cc1)C(=O)O	1	2

Later entries
canonical_smiles	TAG inh	TAG inh DAPI viability
COc1cccc(COC(=O)C2CCN(C(=O)c3ccccc3C)CC2)c1OC	-3	-2
Cc1cccc(OCCCC(=O)Nc2ccccc2C(F)(F)F)c1	-19	-5
CN(CC(=O)Nc1ccccc1Cl)C(=O)c1cccc(-n2cccc2)c1	5	-3
O=C(O)CCSc1nnc(COc2ccc(Cl)cc2)n1-c1ccccc1	3	-8
Nc1ccc(C(=O)N/N=C\c2cc(N=Nc3cccc4ccccc34)ccc2O)cc1	56*	-28*
COC(=O)C1=C(C)N(c2ccc(Cl)cc2)/C(=C/c2ccc(O)cc2)C1=O	4	-2
CCOP(=O)(OCC)C(Nc1cccc([N+](=O)[O-])c1)c1ccc(N(C)C)cc1 (stereo not given)	-5	6
Cc1nc(N)sc1C(=O)N/N=C/c1cccnc1	12	-1
COc1ccccc1CNC(=O)c1c(-c2ccccc2Cl)noc1C	0	2
CC(=O)N/C(=C\c1ccccc1)C(=O)OCC(=O)c1c(N)n(CC(C)C)c(=O)n(C)c1=O	-5	-4
CCOc1ccc(/C=C(\C#N)C(=O)NC2CC2)c(OCC)c1	-11	6
CC(C)NC(=O)COc1ccccc1C#N	5	-5
CCC(C)Nc1nc(-c2ccc3c(c2)NC(=O)CO3)cs1 (stereo not given)	-4	-1
O=C(c1cc(C2CC2)nn1-c1ccccc1)N1CCN(S(=O)(=O)c2ccccc2F)CC1	-21	6
COC(=O)C1=C(C)N(c2ccc(F)cc2)C(=O)C1	-5	5
CC(C)Oc1ccc(F)cc1-c1cc(C(=O)Nc2ccc(C(C)(C)C)cc2)[nH]n1	17	7
Cc1cc(C(=O)NCc2cc(C(=O)O)oc2C)c(C)o1	2	-13
Cc1ccc(NC(=O)CNCc2ccccc2)c(Br)c1	18	7
